Compound activity deposited in PubChem BioAssay by several laboratories.
Pf gamet viab – inhibitors of late stage P. falciparum gametocyte viability; P. falciparum stage V gametocytes, ATP luminescence, 24 h; inhibition, % at 10.9 µM; 150,000 tested, 0.065% active;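 active means inhibition above the mean plus 3 SD of compounds within the control limits, set per campaign, cut at about 38% in these data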;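 further: 0% = DMSO wells and 100% = medium only without gametocytes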
Avidin fluor – avidin bead compound fluorescence profile; Avidin beads, compound fluorescence 488/530 nm, flow cytometry; stronger effect = higher value; fluorescence (KMESF) at 10 µM; 220,000 tested, 0.38% active; AID 1775; in the data active means fluorescence above about 47; further: inactives centre near 10
Mcl1-Bid inh – Mcl-1/Bid interaction inhibition. Q07820. TR-FRET Mcl-1/Bid-Dy647 peptide binding, 1536-well. inhibition, % at 21.7 µM. 220,000 tested, 0.97% active. AID 1021;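 active means compounds that cut the binding signal by more than half at the single screening dose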;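 further: His-tagged Mcl-1 with europium anti-His antibody binding Bid BH3 peptide; 0% = Mcl-1 plus peptide wells and 100% = peptide-only wells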
Target sequence (Q07820 whole entry, looked up): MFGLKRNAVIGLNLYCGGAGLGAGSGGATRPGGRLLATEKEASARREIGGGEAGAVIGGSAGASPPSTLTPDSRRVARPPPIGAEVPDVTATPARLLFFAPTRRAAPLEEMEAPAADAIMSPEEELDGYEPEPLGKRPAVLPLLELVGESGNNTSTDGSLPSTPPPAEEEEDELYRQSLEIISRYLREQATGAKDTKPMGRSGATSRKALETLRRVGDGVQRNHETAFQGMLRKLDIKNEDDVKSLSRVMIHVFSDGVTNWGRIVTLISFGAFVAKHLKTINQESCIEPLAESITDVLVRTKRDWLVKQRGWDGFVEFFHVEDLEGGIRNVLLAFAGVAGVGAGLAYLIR
Mcl1-Noxa inh – disrupts binding of human Mcl-1 to Noxa peptide; Q07820; TR-FRET Mcl-1/Noxa peptide binding, 2 h; inhibition, % at 21.7 µM; 220,000 tested, 1.5% active; AID 1022;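 active means compounds that cut the protein-peptide binding signal by more than 50% relative to plate controls in a single-dose test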;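 further: His-tagged Mcl-1 with rhodamine Noxa BH3 peptide and terbium anti-His antibody; 0% = Mcl-1 plus Noxa peptide wells and 100% = peptide-only wells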
Numbers without * were called inactive.

SMILES	Pf gamet viab	Avidin fluor	Mcl1-Bid inh	Mcl1-Noxa inh
Cc1cc(C)c(NC(=S)NCCO)c(C)c1	25	4	-15	14
C[C@@]12CCC=C[C@H]1[C@H](c1ccc3ccccc3c1Br)N(Cc1ccccc1)C2=O	-3	11	-10	-8
O=C(O)CCCn1c(O)c(C=C2N=c3ccccc3=N2)sc1=S	-30	8	-164	-25
COc1ccc(C2c3c(oc4ccc(Cl)cc4c3=O)C(=O)N2CCN2CCOCC2)cc1 (stereo not drawn)	-4	4	2	20
COC/C=C/C1=CC2=CC(=O)C(C)(OC(=O)c3cnc4ccccc4n3)C(=O)C2=CN1c1ccccc1 (stereo not drawn)	-1	8	-55	36
CN(C)c1cc(Cl)c2nonc2c1N	-7	7	-25	19
Cc1ccn2c(Nc3ccc4c(c3)OCO4)c(-c3ccc(O)cc3)nc2c1	-13	7	-98	51*
O=C(Nc1ccc2c(c1)OCO2)c1ccc(=O)[nH]n1	-8	7	-62	2
NCCc1nnc(SCc2c(Cl)cccc2Cl)o1	-1	3	-10	0
Cn1cc(CN2CCC(CO)(CCCc3ccccc3)CC2)c(-c2ccccc2)n1	12	6	-2	9
Cc1ccc(C(=O)O)cc1NC(=O)CSc1ncnc2sc3c(c12)CCC3	-16	2	-17	8
CSc1sc(-c2ccnc(SCCS(C)(=O)=O)n2)c(-c2ccccc2)c1C#N	26	5	-10	-5
COc1ccc(S(=O)(=O)N2CCOCC2)cc1NC(=O)COC(=O)C1=COCCO1	16	9	-27	4
CC1(C)CC(=O)C=C(NNC(=O)c2cccnc2)C1	1	14	-36	-13
CC(C)(C)c1csc(Sc2ncccc2[N+](=O)[O-])n1	3	10	-16	6
O=C(COc1ccccc1)N/N=C/c1sc(=O)n(Cc2cccc(C(=O)O)c2)c1Cl	2	8	-36	35
Cn1c(=O)c2c(O)c(Cc3ccccc3)c(=O)n(C)c2n(C)c1=O	-1	8	-24	5
Cc1ccccc1/C=N/n1c(-c2cc(-c3ccccc3)n[nH]2)n[nH]c1=S	5	2	-21	18
COc1ccc(/C(C)=N/NC(=O)OC(C)(C)C)cc1[N+](=O)[O-]	11	5	-15	18
O=C(CSc1nnc(SCc2ccccc2Cl)s1)N/N=C/c1ccc(C(=O)O)cc1	-26	6	0	10
COc1ccccc1/C=N/NC(=S)NCc1ccco1	-4	7	-47	-14
Cc1nc(-c2ccncc2)nc(NCCNc2ncccc2C(F)(F)F)c1Cl	1	10	-11	-5
COC(C[C@H](O)C[C@@H](O)[C@@H](C)OCc1ccccc1)OC	10	9	-28	-17
CCNC(=O)CCc1nc(-c2ccc(C)cc2)no1	-1	4	-23	-1
O=C(/C=C/C(=O)NCc1cccs1)NCc1cccs1	-4	8	-27	-1
O=C(/C=C/c1cccc2ccccc12)N1CCOCC1	23	7	-10	1
O=C1/C(=C/c2ccsc2)N2CCC1CC2	3	7	-4	11
O=C(Nc1ncc(S(=O)(=O)c2ccc([N+](=O)[O-])cc2)s1)c1ccccc1F	8	7	2	17
CCCOc1ccc(CSc2n[nH]c(C)n2)cc1	-7	3	-7	7
Cc1nn(C)cc1/C=N/NC(=O)Cn1cncn1	-7	8	-2	-8
COC(=O)C1=C(Nc2ccccc2NC(=O)CCCC(=O)O)CSC1	-13	7	-28	2
COC(=O)c1sc(-c2ccc(C(C)(C)C)cc2)cc1NC(=O)COCC(=O)O	4	6	8	-8
O=C(O)CC1NCCc2ccccc21 (stereo not drawn)	27	6	-11	17
Cc1c(Br)c(O)c(Br)c2sc(=O)oc12	-21	7	-11	51*
COC(=O)c1c(C)cc(C)c2c1CC(C)(C)C2=O	-8	5	0	-1
COc1nc(C)nc(C)c1Oc1ccc(Cl)cc1Cl	-11	8	-13	-4
O=C(Nc1ccccc1)C(=O)Nc1cccnc1	16	3	-15	-23
Cc1ccc2c(c1)[nH]c1c(=O)n(Cc3ccco3)cnc12	-17	7	-31	4
Cc1cccn2c(=O)c3cc(C#N)c(=NC(=O)c4cccs4)n(CCCOC(C)C)c3nc12	4	3	3	19
CC(=O)c1cccc(Nc2c([N+](=O)[O-])c(=O)oc3ccccc23)c1	25	6	7	14
NC(=O)c1ccc2c(=O)n3c(-c4cc(Cl)c(N)c(Cl)c4)csc3nc2c1	1	11	23	20
COc1ccccc1Cc1nc(-c2cccnc2)no1	-4	8	1	3
Cc1ccc(CC(=O)NCCC(=O)O)cc1	2	6	-4	-5
COc1ccc(CN(Cc2cccn2C)S(=O)(=O)c2ccc(C)cc2)cc1	6	8	-92	1
Cc1onc(-c2ccc(Cl)cc2Cl)c1-c1csc(COc2ccccc2)n1	9	8	-2	-7
CCOC(=O)CN(C(=O)COc1nc(C)cc(C)c1C#N)c1cccc(Cl)c1	-7	13	2	10
Cc1cc(C)n(CC2CC(=O)N(c3ccc(Cl)cc3)C2=O)n1 (stereo not drawn)	-10	7	-1	7
O=C(O)c1ccc(N/N=C2/CCCc3ccccc32)cc1	-10	33	-27	5
CCN(CC)S(=O)(=O)c1ccc(N2CCCC2)c(NC(=O)Cc2ccccc2)c1	-1	10	-30	-3
COc1ccc2[nH]c(C(=O)N(C)c3ccc(F)cc3F)cc2c1	2	6	-9	13
CC(/C=C\c1ccccc1)=C/C(=O)O	-9	12	-9	4
CC(C)C[C@H](NC(=O)c1nc[nH]c1C(=O)N1CCC(C)CC1)C(=O)OC(C)(C)C	20	7	-23	-8
CCOP(=O)(OCC)C(C)(C)NC(=O)Nc1ccc(Cl)c(Cl)c1	8	4	-31	-5
Cc1ccc(-n2cnc3c(sc4nc(N5CCOCC5)c5c(c43)CCCC5)c2=O)cc1	14	8	-2	-16
CSc1ccc(N=Nc2c(C)[nH]n(C)c2=O)cc1	-2	3	-13	11
O=C(CN1C(=O)/C(=C\c2cccs2)SC1=S)Nc1cccc(C(=O)O)c1	2	2	-1	15
COC(=O)c1ccc(COc2ccccc2/C=N/NC(N)=O)o1	-1	8	-19	2
COc1cc(O)c(C(CC(=O)N2CCCC2)c2cc(OC)c(OC)c(OC)c2)c(OC)c1 (stereo not drawn)	-31	9	-38	-11
COc1ccc(CCNC(=S)NC(=O)c2c(-c3ccccc3Cl)noc2C)cc1OC	-1	6	-14	4
CN1CCN(c2ncc3c(n2)CC(c2ccccc2F)CC3=O)CC1 (stereo not drawn)	-14	6	5	-10

Further records follow.
SMILES	Pf gamet viab	Avidin fluor	Mcl1-Bid inh	Mcl1-Noxa inh
COc1cccc(/C=N/NC(=O)CCn2cnc3ccccc32)c1	-9	7	-4	-15
O=C(COc1ccccc1N1C(=O)C2C3C=CC(C3)C2C1=O)c1ccccc1 (stereo not drawn)	28	7	-8	10
COc1ccc(-c2c(C(F)(F)F)nn(C)c2NC(=O)CSCC(=O)O)cc1	15	7	-2	12
O=C(O)COc1ccccc1/C=N/NC(=O)c1cc(-c2ccc(Cl)cc2)nc2ccccc12	16	7	-29	7
Cc1sc2ncnc(Nc3ccc(O)cc3)c2c1C	12	7	-13	-12
Nc1nonc1C(=O)N/N=C/c1ccc(Br)o1	-8	9	-3	10
CC(=O)Nc1ccc(S(=O)(=O)Nc2nc3cc4c(cc3nc2Cl)OCCO4)cc1	-9	2	1	10
COc1cccc(/C=N/NC(=O)NC2CCCCC2)c1O	-8	3	-19	3
O=C(O)c1ccc(-c2nc3scc(-c4ccccc4)c3c(=O)[nH]2)cc1	3	3	-8	1
CC1=CC2=NC(=O)CC(C)(C(=O)N(CC(=O)NC3CCCC3)c3ccccc3C)N2C=C1 (stereo not drawn)	-3	24	-13	4
O=[N+]([O-])c1c(NCc2ccco2)ccc2nonc12	-18	6	-9	-5
COc1ccc(C(=O)CSc2nnc3n2CCCN3C(=O)Nc2ccccc2)cc1	-10	7	6	12
Cc1[nH]c2ccccc2c1-c1csc(NC(=O)CSCC(=O)O)n1	-7	3	-26	14
CC(C)(C)N/C=C(\C#N)S(=O)(=O)c1ccc(Br)cc1	8	8	-15	7
Cc1ccc(C(=O)N/C(=C\c2ccco2)C(=O)NC2CCS(=O)(=O)C2)cc1 (stereo not drawn)	7	8	-25	2

Record cards, from the list above. Order of values: Pf gamet viab	Avidin fluor	Mcl1-Bid inh	Mcl1-Noxa inh
`CC(/C=C\c1ccccc1)=C/C(=O)O` across the screens: -9	12	-9	4
`COc1ccc(S(=O)(=O)N2CCOCC2)cc1NC(=O)COC(=O)C1=COCCO1` across the screens: 16	9	-27	4
`COc1ccc(CN(Cc2cccn2C)S(=O)(=O)c2ccc(C)cc2)cc1` across the screens: 6	8	-92	1

Following part.
SMILES	Pf gamet viab	Avidin fluor	Mcl1-Bid inh	Mcl1-Noxa inh
C#CCCOC(=O)N1C2=NC(C(=O)OC)=C(C(=O)OC)[C@@H]3N(CC=C)c4ccccc4[C@]23C[C@H]1C(=O)OC	0	10	-55	-7
O=c1[nH]c2ccccc2[nH]c1=O	12	12	-8	-25
CCOC(=O)C1=C(c2ccccc2)NC(N)=NC1c1ccc(OCc2ccc(C(=O)OC)cc2)cc1 (stereo not drawn)	-15	6	-4	6
Cc1nnc(NC(=O)CCN2C(=O)/C(=C\c3ccccc3)SC2=S)s1	3	9	-3	-2
COC(=O)c1cnc(Oc2ccc(NC(=O)NC(=O)c3ccccc3Cl)cc2)cc1C(F)(F)F	7	5	-4	9
CCC(=Nc1ccccc1O)C1=C(O)CC(c2ccccc2)CC1=O (stereo not drawn)	-2	7	-38	-16
C1=Cc2ccccc2Nc2ccccc21	-2	6	-6	14
Cc1cc(C)n(-c2ccc(S(=O)(=O)N3CCCC3)cc2[N+](=O)[O-])n1	-9	5	-19	19
COc1cnn(-c2ccccc2)c(=O)c1OC	22	7	-17	-32
O=C(N/N=C/c1ccc(N2CCOCC2)cc1)c1ccc(O)cc1	3	3	-29	-9
O=C(O)COCC(=O)NCc1nc(-c2ccc(C(F)(F)F)cc2)no1	9	8	7	2
Cc1cccc(N2C(=O)C(O)=C(C(=O)c3cccs3)C2c2ccc(Cl)cc2)n1 (stereo not drawn)	8	3	-94	6
CN1CCN(C2CC(=O)N(CCc3ccccc3)C2=O)CC1 (stereo not drawn)	-13	6	-35	13
COc1ccc(-c2noc(C3CCCN(C(=O)c4ccc(C)cc4)C3)n2)cc1 (stereo not drawn)	0	9	-23	16
Cc1cc(C)n(CCC(=O)N/N=C/c2c(O)ccc3ccccc23)n1	-31	8	-118	-22
Cc1ccc2[nH]c(O)c(N=NC(=O)c3ccc(NS(=O)(=O)c4cccs4)cc3)c2c1	-32	8	11	71*
COc1cc(/C=N\NC(=O)CNC(=O)C(c2ccccc2)c2ccccc2)ccc1O	4	4	-36	9
Cc1ccc(Nc2nc(C)c3c(n2)CC(C)CC3=O)c(C)c1 (stereo not drawn)	2	3	-14	5
CCN(CC)C(=S)SCC(=O)Nc1ncc2c(n1)CC(C)(C)CC2=O	-7	5	-34	3
CSc1nc(SCCN(C)C)c2c3c(sc2n1)COC(C)(C)C3	-8	2	0	33
Cc1ccc(NC(=S)N(C)C)cc1C	-8	7	-24	-22
CCOC(=O)C1CCCN(c2c(NCCc3ccccc3)c(=O)c2=O)C1 (stereo not drawn)	20	4	-2	10
Cn1c(=O)c2c(ncn2CC(O)CNc2ccc(F)cc2)n(C)c1=O (stereo not drawn)	-28	3	-26	11
COC(=O)c1ccc(C23CC4(C2)[C@H](CN(C)[C@@H]4c2ccccc2)C3c2ccc(C(F)(F)F)cc2)cc1 (stereo partly drawn)	-3	9	-69	-8
CCc1cc2c(=O)c(-c3nc4ccccc4n3C)c(C)oc2c(CN2CCCCC2)c1O	7	8	-24	-8
COc1ccc2[nH]c(=O)c(CN(C(=O)c3cccnc3)c3cccc(C)c3)cc2c1	24	8	0	-6
CN(C)S(=O)(=O)c1cccc(NC(=O)CSc2nnnn2-c2ccccc2)c1	1	5	5	17
COc1ccc(-n2c(=S)[nH]c3[nH]ncc3c2=O)cc1	18	7	-24	-7
COc1c(O)cnn(-c2ccccc2)c1=O	-11	8	-27	7
O=C(O)C1CCC(=O)N(C2CCCCC2)C1c1ccccc1Cl (stereo not drawn)	13	7	-5	12

5 entries from above, set out differently:
| SMILES | Pf gamet viab | Avidin fluor | Mcl1-Bid inh | Mcl1-Noxa inh |
| --- | --- | --- | --- | --- |
| Cc1ccc(NC(=S)N(C)C)cc1C | -8 | 7 | -24 | -22 |
| CCOC(=O)C1CCCN(c2c(NCCc3ccccc3)c(=O)c2=O)C1 (stereo not drawn) | 20 | 4 | -2 | 10 |
| Cn1c(=O)c2c(ncn2CC(O)CNc2ccc(F)cc2)n(C)c1=O (stereo not drawn) | -28 | 3 | -26 | 11 |
| COC(=O)c1ccc(C23CC4(C2)[C@H](CN(C)[C@@H]4c2ccccc2)C3c2ccc(C(F)(F)F)cc2)cc1 (stereo partly drawn) | -3 | 9 | -69 | -8 |
| CCc1cc2c(=O)c(-c3nc4ccccc4n3C)c(C)oc2c(CN2CCCCC2)c1O | 7 | 8 | -24 | -8 |

Next section
SMILES	Pf gamet viab	Avidin fluor	Mcl1-Bid inh	Mcl1-Noxa inh
CCOC(=O)C(O)C1CCc2c([nH]c3ccc(C)cc23)C1=O (stereo not drawn)	14	2	32	28
Cc1nn(C)c2c(=O)c(=O)c2n(C)[nH]1	11	8	-37	-4
O=C1NC(c2cccc([N+](=O)[O-])c2)=CCN1c1ccccc1O	-1	4	-86	28
COc1ccc(-c2nc(N/N=C(\C)c3ccc(O)cc3)c3ccccc3n2)cc1	11	9	-9	9

Some of the compounds tested, so the mix of outcomes need not match the whole.
